Bioassay records (PubChem BioAssay)
Sm TGR inh: inhibitors of Schistosoma mansoni thioredoxin glutathione reductase | Q962Y6 | purified TGR, DTNB reduction, TNB absorbance 405 nm | Potency, µM (top dose mostly 114 µM), for inactives: top-dose activity change, negative = inhibition, usual class: inhibitors | actives 3% (n = 360,000) | AID 485364; note: nearly all actives have a fitted effect of over 60% in size
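First, TGR (20 nM dispensed) and NADPH were mixed with compound. Second, a 15 min room-temperature incubation followed. Third, further NADPH and then DTNB were added to start the reaction. Finally, TNB absorbance was monitored kinetically.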
HCV inh: HCV inhibition. Huh7.5.1 HCVcc-Cre infection, luciferase reporter, 44 h. Potency, µM (doses to about 41.8 µM), inactives show at the highest dose activity change, negative = inhibition, actives largely listed as inhibitors. actives 3.4% (n = 340,000). AID 651820
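Cells (1,000/well) were plated 4 h before compound, then infected with HCVcc-Cre virus (~0.5 moi). After 44 h further culture, infection was read as luciferase luminescence following a 15 min substrate incubation at room temperature.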
Pf growth 96h: inhibits malaria parasite growth, 96 h | P. falciparum luciferase reporter growth, 96 h | Potency, µM (highest dose often 28.7 µM), inactives show at the top dose activity change, negative = inhibition, most hits filed as inhibitors | actives 6.9% (n = 320,000)
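Cell-based qHTS: luciferase-tagged P. falciparum in erythrocytes (2% hematocrit, 0.05% parasitemia final) incubated with compounds for 96 hours, 37 C, 5% CO2; luciferase detection reagent then added and luminescence measured.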
Pf growth 48h: P. falciparum growth inhibition at 48 hours (one generation) | P. falciparum luciferase growth in erythrocytes, 48 h | Potency, µM (highest dose often 28.7 µM), without a hit: at the highest dose activity change, negative = inhibition, most hits filed as inhibitors | actives 5.9% (n = 310,000) | AID 504832
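Here the parasites carry a stable luciferase gene and grow inside erythrocytes in Albumax-based RPMI medium with compound for one erythrocytic cycle. Activity is scored as loss of luminescent signal.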
LmPK inhibitor: inhibitors of Leishmania mexicana pyruvate kinase; AID 1721; Q27686; Potency, µM (series often up to 57.5 µM), for inactives: at the top dose activity change, negative = inhibition, hits mostly inhibitors; purified LmPK, Kinase-Glo ATP luminescence, 1 h; actives 0.37% (n = 290,000)
Target sequence (Q27686 whole entry, looked up): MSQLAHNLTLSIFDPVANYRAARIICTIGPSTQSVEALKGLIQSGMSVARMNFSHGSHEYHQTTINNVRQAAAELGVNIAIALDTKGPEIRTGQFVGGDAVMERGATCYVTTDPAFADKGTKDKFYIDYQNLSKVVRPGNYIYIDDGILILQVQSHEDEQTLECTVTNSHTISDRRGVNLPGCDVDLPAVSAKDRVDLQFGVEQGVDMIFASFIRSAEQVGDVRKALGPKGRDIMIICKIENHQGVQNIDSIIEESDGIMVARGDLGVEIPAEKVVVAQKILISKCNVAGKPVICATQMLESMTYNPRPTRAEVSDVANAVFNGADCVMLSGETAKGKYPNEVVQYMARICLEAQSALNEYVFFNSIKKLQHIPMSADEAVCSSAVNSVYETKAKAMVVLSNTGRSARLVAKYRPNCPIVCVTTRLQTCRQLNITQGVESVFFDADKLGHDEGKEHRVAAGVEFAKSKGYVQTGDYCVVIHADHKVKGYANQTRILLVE
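Purified LmPK (0.1 nM) converted ADP (0.1 mM) to ATP with PEP (0.5 mM) in imidazole buffer pH 7.2 with KCl and MgCl2, 1 h at room temperature. ATP was read by Kinase-Glo luminescence; data normalized to uninhibited and no-enzyme controls.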
Tb PYK inh: inhibitors of Trypanosoma brucei pyruvate kinase; Q57TT1; TbPYK enzyme, Kinase-Glo Plus ATP luminescence, 45 min; Potency, µM (doses to about 76.8 µM), inactives show at the top dose activity, negative = inhibition, hits mostly inhibitors; actives 0.12% (n = 410,000); AID 624173; note: nearly all actives have a fitted effect of over 50% in size
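Screened from lowest to highest concentration, compounds were pinned into TbPYK/substrate mixtures, and ADP (130 uM final) was added. Plates sat at room temperature for 45 min prior to Kinase-Glo Plus detection by luminescence.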
* marks the source's active call; other numbers are inactive results; ? = inconclusive; . = no result given; & = joins results of further samples; [ ] = another dose, or the depositor's remark. Calls come from the whole dose curve; as a rule, active = well fitted curve in the direction sought with a large enough effect; inconclusive = small, poorly fitted or top-dose-only effect, or another doubt; inactive = no such curve, though single readings can be large; an effect the other way counts as inactive or inconclusive. % is set by controls: 0 for no effect and ±100 for the full control effect; potency is the fitted concentration of half-maximal effect.

Under each structure: HCV inh, Pf growth 48h, LmPK inhibitor, Tb PYK inh, Sm TGR inh, Pf growth 96h
1	Cc1cccc(NC(=O)NNC(=O)c2c(Cl)c(C)nn2C)c1
→ 11.9%, 5.9%, 2.6%, 0.6%, 0.9%, -25.0%
2	CC(=O)Nc1sc(NC(=O)c2ccccc2)nc1-c1cccs1
→ -20.2%, -2.9%, 1.1%, -5.6%, -8.9%, -28.4%
3	O=C(Nc1cccc(NC(=O)c2cccc(Cl)c2)c1)c1cccnc1
→ ?, ?, -1.5%, -8.9%, 0.9%, ?
4	CCc1ccccc1OCC(=O)Nc1cc(S(=O)(=O)N(CC)CC)ccc1N1CCOCC1
→ ?, 1.31µM*, ., -6.3%, 2.2%, 1.17µM*
5	O=C(CCN1C(=O)/C(=C\C=C\c2ccccc2)SC1=S)Nc1ccc(C(=O)O)cc1
→ 15.8%, -4.1%, -2.0%, -2.3%, -27.4%, -0.7%
6	CCN(CC)c1ccc(/C=N/N2C(=O)c3ccccc3C2=O)c(O)c1
→ 0.5%, 24.3%, 0.6%, 3.0%, -0.2%, ?
7	COc1ccc(Cc2nnc(NC(=O)CS(=O)(=O)c3ccc(C)cc3)s2)cc1OC
→ 14.5%, -27.2%, 11.5%, -7.4%, 1.9%, -17.6%
8	CC(NC(=O)C1CCN(S(=O)(=O)c2cnc[nH]2)CC1)c1ccccc1 (centres undefined)
→ 34.9%[activator], -24.7%, 1.3%, -1.2%, 1.0%, -15.1%
9	COC(=O)c1ccc(/C=C/c2c(-c3ccc(OC)cc3)oc3ccccc23)cc1
→ 7.2%, -73.0%, -0.8%, -3.7%, -2.0%, ?
10	CC(C)n1c(Oc2ccc(F)cc2)nc2c1c(=O)n(C)c(=O)n2C
→ 6.3%, 21.4%, -0.4%, -0.3%, 102.6%[activator], 50.7%[activator]
11	CC(NC(=O)COC(=O)c1ccco1)c1ccccc1 (centres undefined)
→ 23.3%, ., 0.8%, 2.9%, -26.3%, 11.4%
12	COc1cc(-c2nc(-c3ccncc3)no2)cc(OC)c1OC
→ ?, 21.4%, 1.6%, 3.7%, 3.4%, .
13	Nc1ccc(C(=O)Nc2ccccc2C(=O)O)cc1
→ 23.8%, ., -24.7%, -15.2%, 8.1%, -11.2%
14	CN(CC(=O)Nc1ccccc1Cl)C(=O)COC(=O)c1ccc(=O)n(Cc2ccccc2)n1
→ 21.1%, 8.4%, ., 1.8%, 0.7%, 57.1%[activator]
15	Cc1ccccc1-c1cc(C(=O)Nc2sc(C)c(C)c2C(N)=O)c2ccccc2n1
→ 4.47µM*, ?, 1.3%, ?, 10.1%, .

The last 3 entries of the section above open the next one.
Under each structure: HCV inh, Pf growth 48h, LmPK inhibitor, Tb PYK inh, Sm TGR inh, Pf growth 96h
13	Nc1ccc(C(=O)Nc2ccccc2C(=O)O)cc1
→ 23.8%, ., -24.7%, -15.2%, 8.1%, -11.2%
14	CN(CC(=O)Nc1ccccc1Cl)C(=O)COC(=O)c1ccc(=O)n(Cc2ccccc2)n1
→ 21.1%, 8.4%, ., 1.8%, 0.7%, 57.1%[activator]
15	Cc1ccccc1-c1cc(C(=O)Nc2sc(C)c(C)c2C(N)=O)c2ccccc2n1
→ 4.47µM*, ?, 1.3%, ?, 10.1%, .
16	O=C(CN1CCCN(S(=O)(=O)c2ccc(Br)s2)CC1)Nc1ccc(Cl)cc1
→ ?, ., 0.8%, 1.9%, ?, ?
17	CCOC(=O)C(=CNc1cccnc1Oc1ccc(C)c2c1CCC2)C(=O)OCC
→ ?, 11.7µM*, 5.0%, 8.4%, 0.0%, 8.28µM*
18	CCN(CC)S(=O)(=O)c1ccc(-c2nnc(SCC(=O)N3c4ccccc4CC3C)n2CC)cc1 (centres undefined)
→ ?, 1.1%, -1.1%, -9.8%, -4.2%, -0.8%
19	CC(C)Cc1nnc(NC(=O)CCNC(=O)c2ccccc2Cl)s1
→ 7.3%, -29.7%, ., 1.2%, -22.6%, ?
20	CC(=O)c1ccc2c(c1)C1C=CCC1C(c1cc3c(cc1Br)OCO3)N2 (centres undefined)
→ ?, ?, ., -3.5%, -29.9%, ?
21	CCN(CC)S(=O)(=O)c1cccc(C(=O)NNC(=O)C2=NN(c3ccccc3)C(=O)CC2)c1
→ 5.3%, 3.1%, 2.2%, -1.2%, -1.2%, 5.4%
22	COc1ccc(NC(=O)Cc2nnc(N)s2)cc1
→ 10.2%, -6.4%, -0.2%, -3.3%, -4.8%, ?
23	CCc1nnc(NC(=O)CC23CC4CC(CC(Br)(C4)C2)C3)s1
→ 10.9%, -12.7%, -7.3%, 2.9%, -1.2%, -15.0%
24	NC(=O)CC(NC(=O)Cc1ccc(Cl)cc1)c1ccc(NCCN2CCOCC2)c([N+](=O)[O-])c1 (centres undefined)
→ 0.8%, -10.0%, -2.8%, 2.3%, 0.4%, ?
25	CS(=O)(=O)N(CC(=O)NCCSCc1ccccc1)c1ccccc1Cl
→ 4.4%, 0.0%, -10.0%, -5.3%, -3.4%, 12.1%
26	Cn1nc(C(=O)N2CCc3ccccc3C2)c2ccccc2c1=O
→ 30.7%[activator], -2.5%, 0.3%, -2.1%, 0.4%, .
27	Cc1nc2nc(C)c(NS(=O)(=O)c3ccc(Cl)cc3)c(=O)n2[nH]1
→ 0.3%, 16.6%, 5.2%, -3.1%, -3.3%, 17.8%
28	CC(OC(=O)CNC(=O)c1ccco1)C(=O)Nc1ccc(Cl)cn1 (centres undefined)
→ 26.8%, ?, ., -0.5%, -3.8%, 19.5%
29	c1ccc2nc3c(nc2c1)CCCC3
→ 11.9%, 5.2%, 9.5%, -0.4%, 10.1%, 18.4%
30	O=C(C1CCN(S(=O)(=O)c2ccc(Br)s2)CC1)N1CCCCC1
→ ?, -26.7%, -2.4%, 14.0%, 3.5%, 6.5%
31	CCOC(=O)NS(=O)(=O)c1ccc(CCNC(=O)c2cc(C)on2)cc1
→ 24.9%, -7.1%, 5.7%, 4.9%, 2.0%, -18.2%
32	Cc1cc(Cl)n2c(nc3cc(F)c(F)cc32)c1C#N
→ ?, ?, 3.1%, -2.6%, 1.12µM*, ?
33	CN1C(=O)NC(c2ccc([N+](=O)[O-])cc2)C2=C1CC(C)(C)CC2=O (centres undefined)
→ 18.1%, -10.9%, 2.0%, 1.7%, -0.8%, ?
34	CCN(CC)C(=O)CSc1nnc(-c2cccnc2)n1Cc1ccccc1
→ -4.8%, ., 0.9%, 2.2%, -1.0%, -3.1%
35	O=S1(=O)CCOC[C@H](CC2CCCCC2)N1Cc1ccccc1Br
→ -18.9%, -16.0%, -0.8%, 12.9%, 1.7%, 0.0%
36	CC(Oc1cccc(Cl)c1)C(=O)Nc1ccccc1C(=O)N1CCCCC1 (centres undefined)
→ -13.1%, 1.0%, ., 3.7%, -2.3%, -23.0%
37	CN1CCN(c2nc(N(C)C)oc(=O)c2C#N)CC1
→ 3.3%, -13.3%, -7.3%, 4.8%, -13.9%, 0.0037µM*
38	COC(=O)/C(C#N)=C/c1c(N2CCCCCC2)nc2c(C)cccn2c1=O
→ ?, ?, -1.3%, -6.6%, -11.3%, ?
39	Cc1c(Cl)c([N+](=O)[O-])nn1CCCC(=O)Nc1c(C)n(C)n(-c2ccccc2)c1=O
→ 3.1%, -1.0%, -4.8%, 4.7%, 3.2%, 31.1%[activator]
40	CCN(CC(=O)NCc1cccs1)C(=O)/C=C/c1ccc(Cl)c(Cl)c1
→ 11.7%, 7.2%, ., -14.8%, 5.0%, 1.4%
41	CCN(CC)C(=O)CSc1nnc(-c2ccccn2)n1-c1ccc(C)c(C)c1
→ -3.6%, -28.7%, -0.7%, 0.0%, 7.7%, .
42	Cc1cc(Oc2ccccc2)nc(-c2ccccc2O)n1
→ ?, 31.4%[activator], 2.8%, -12.3%, 8.0%, 69.7%[activator]
43	CC(=O)NC(Cc1ccccc1)C(=O)NC1CCN(C(=O)NC2CCCCC2)CC1 (centres undefined)
→ 16.6%, 2.1%, 0.0%, -3.2%, 1.0%, 7.6%
44	CCN(CC)CCNC(=S)Nc1ccc(F)cc1
→ 17.4%, 5.4%, 3.2%, -3.6%, 5.8%, 10.2%
45	Nc1nc2ccccc2n1C(=O)CCc1ccccc1
→ ?, 155.1%[activator], 5.0%, 1.4%, 0.4%, .

Single records, from the list above. Order of screens: HCV inh, Pf growth 48h, LmPK inhibitor, Tb PYK inh, Sm TGR inh, Pf growth 96h
Results for O=S1(=O)CCOC[C@H](CC2CCCCC2)N1Cc1ccccc1Br : -18.9%, -16.0%, -0.8%, 12.9%, 1.7%, 0.0%
Results for Cc1c(Cl)c([N+](=O)[O-])nn1CCCC(=O)Nc1c(C)n(C)n(-c2ccccc2)c1=O : 3.1%, -1.0%, -4.8%, 4.7%, 3.2%, 31.1%[activator]
Results for CCOC(=O)NS(=O)(=O)c1ccc(CCNC(=O)c2cc(C)on2)cc1 : 24.9%, -7.1%, 5.7%, 4.9%, 2.0%, -18.2%

Additional results follow:
Under each structure: HCV inh, Pf growth 48h, LmPK inhibitor, Tb PYK inh, Sm TGR inh, Pf growth 96h
46	COC(=O)c1cc(=O)nc2sc3ccccc3n12
→ 20.9%, 8.7%, 3.3%, -4.0%, 4.1%, 15.7%
47	COc1ccccc1/C=C/C(C)=O
→ -11.3%, 5.8%, -1.9%, -4.4%, -7.7%, -18.4%
48	Cc1cc(C(=O)C(=O)N(C)C)c(C)n1-c1ccc([N+](=O)[O-])cc1
→ -3.6%, -10.5%, -3.3%, 2.6%, -6.2%, 2.3%
49	CN(c1ccc(OCC(=O)OCC(=O)Nc2cccc([N+](=O)[O-])c2)cc1)S(=O)(=O)c1ccc(F)cc1
→ 20.2%, -19.8%, 10.9%, -6.4%, -6.0%, -16.3%
50	NS(=O)(=O)c1ccc(NC(=S)NNC(=O)CCC(=O)Nc2ccccc2Cl)cc1
→ 15.9%, 11.0%, -0.9%, -19.3%, 2.0%, 18.4%
51	Cc1c(C(=O)Nc2ccccc2N2CCN(C)CC2)oc2ccc(F)cc12
→ ?, ?, ., -1.6%, 4.5%, ?
52	COC(=O)c1ccc(CSc2nc3c(cnn3-c3ccc(F)cc3)c(=O)[nH]2)o1
→ -7.2%&-6.0%, 13.2%, 9.7%, -1.5%, -2.3%, ?
53	CCOc1ccc(CCNC(=O)c2cccc(S(=O)(=O)N3CCOCC3)c2)cc1OCC
→ ?, ?, ., -2.3%, -2.2%, ?
54	Cn1c(CO)c(-c2ccccc2)c2cc([N+](=O)[O-])ccc21
→ 10µM*, 9.6%, 2.9%, -0.1%, 5.8%, 12.9%
55	CCOC(=O)C1=C(COc2ccc(C)cc2)NC(=O)NC1c1cc(C)ccc1C (centres undefined)
→ 9.7%, ?, 4.8%, -8.1%, -6.7%, -3.2%
56	CN(CC(=O)Nc1ccc(F)cc1)C(=O)c1ccccc1OCc1ccc(F)cc1
→ ?, ?, -3.3%, -11.2%, -20.7%, ?
57	CCc1ccccc1NC(=O)N1CCc2ccccc2C1
→ -8.5%, -2.1%, 5.2%, -1.5%, -8.6%, 61.6%[activator]
58	O=C(Nc1cccc(Cl)c1)Nc1cc(S(=O)(=O)N2CCCCC2)ccc1Cl
→ 11.2µM*, ?, 1.4%, 1.5%, -0.5%, 2.94µM*
59	Cc1cccc(NC(=O)CNC(=O)COC(=O)c2ccc(C(C)(C)C)cc2)c1C
→ 13.3%, -16.2%, ., -5.0%, -4.6%, -19.3%
60	CCOC(=O)C(=O)NC(C)CCc1ccccc1 (centres undefined)
→ 1.1%, 3.9%, 0.5%, -8.1%, 10.7%, -12.3%
61	Cc1ccccc1N=C(NOCc1ccccc1)c1nonc1N
→ -25.8%, ?, 5.3%, 4.0%, 1.7%, ?
62	CC1(C)CC(NCCN2CCN(C3=CC(=C(C#N)C#N)CC(C)(C)C3)CC2)=CC(=C(C#N)C#N)C1
→ ?, ?, -0.4%, 28.1%, -0.2%, ?
